CIT2 TOR yeast = modulators of CIT2-GFP expression in yeast, primary screen, S. cerevisiae, GFP fusion, multiplex flow cytometry, MLPCN library. S. cerevisiae CIT2-GFP strain, 3 h; 100 means same as DMSO wells. GFP response vs DMSO, % at 10 µM. hit rate 0.065% among 320,000;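 active means GFP response relative to DMSO above a set limit, near the screen mean plus 3 SD, cut at about 150% in these data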;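 further: ratio of well median GFP fluorescence to mean of DMSO wells on the plate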
VLA-4 inh = inhibition in human VLA-4 binding assay, primary screen, VLA-4 allosteric modulator project, MLPCN library, flow cytometry, VLA-4 expressing cells; Integrin alpha-4 (Homo sapiens), P13612; ligand binding flow cytometry; inhibition, % (about 7 µM as worked out from the volumes in the protocol); hit rate 0.2% among 330,000; AID 2557, 2010; in the data active means inhibition above about 50%
Target sequence (P13612 whole entry, looked up): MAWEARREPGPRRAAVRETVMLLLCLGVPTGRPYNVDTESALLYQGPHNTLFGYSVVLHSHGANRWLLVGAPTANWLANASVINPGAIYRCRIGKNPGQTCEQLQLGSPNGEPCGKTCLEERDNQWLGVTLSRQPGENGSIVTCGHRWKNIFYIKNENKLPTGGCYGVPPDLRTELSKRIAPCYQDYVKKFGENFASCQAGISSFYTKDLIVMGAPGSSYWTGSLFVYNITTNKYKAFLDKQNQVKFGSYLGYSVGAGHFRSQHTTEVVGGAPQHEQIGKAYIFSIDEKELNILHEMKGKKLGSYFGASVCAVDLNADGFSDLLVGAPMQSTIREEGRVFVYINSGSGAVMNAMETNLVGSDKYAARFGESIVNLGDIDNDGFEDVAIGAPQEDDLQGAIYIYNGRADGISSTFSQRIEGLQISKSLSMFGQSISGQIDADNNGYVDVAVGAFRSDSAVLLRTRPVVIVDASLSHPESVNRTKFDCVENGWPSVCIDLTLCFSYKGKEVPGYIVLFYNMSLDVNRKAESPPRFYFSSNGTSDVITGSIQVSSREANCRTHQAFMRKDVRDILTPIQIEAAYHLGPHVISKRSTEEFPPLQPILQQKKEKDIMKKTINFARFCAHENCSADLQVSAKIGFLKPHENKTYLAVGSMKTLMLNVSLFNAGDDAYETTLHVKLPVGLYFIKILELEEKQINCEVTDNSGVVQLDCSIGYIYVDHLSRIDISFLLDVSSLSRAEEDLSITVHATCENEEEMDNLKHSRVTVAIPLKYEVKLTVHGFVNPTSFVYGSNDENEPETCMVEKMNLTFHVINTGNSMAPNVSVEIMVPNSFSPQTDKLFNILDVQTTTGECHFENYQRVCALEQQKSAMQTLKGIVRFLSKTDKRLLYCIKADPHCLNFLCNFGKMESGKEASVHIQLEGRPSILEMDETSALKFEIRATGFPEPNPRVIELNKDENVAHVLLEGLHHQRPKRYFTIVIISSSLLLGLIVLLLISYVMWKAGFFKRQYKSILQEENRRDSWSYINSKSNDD
MEP2 TOR yeast = modulators of MEP2-GFP levels in yeast, primary screen, S. cerevisiae, multiplex flow cytometry, MLPCN library; S. cerevisiae MEP2-GFP strain, 3 h; 100% = DMSO control level; GFP response vs DMSO, % at 10 µM; hit rate 0.51% among 330,000; AID 2016, 2009;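 active means GFP response versus DMSO above a set limit, roughly screen mean plus 3 SD, cut at about 180% in these data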;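 further: median GFP fluorescence of the barcode-gated MEP2-GFP cells per well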
Yeast superoxide = reduction of superoxide in aged yeast, primary screen, HTS; S. cerevisiae aged cells, superoxide DHE fluorescence; stronger effect = lower value; AID 2690, 2010; hit rate 0.18% among 330,000; superoxide response (% of plate mean), % at 10 µM;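 active means superoxide response under a set limit, about three screen SD below normal, cut at about 65% in these data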;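 further: yeast aged for seven days with compound at 30 °C before DHE staining; 100% = average MFI of all compound-treated wells on the plate with controls excluded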
RPL19A-GFP yeast = RPL19A-GFP expression modulators in yeast, primary screen, cell-based, S. cerevisiae, multiplex flow cytometry, MLPCN. S. cerevisiae RPL19A-GFP strain, 3 h; stronger effect = lower value. percent response vs DMSO, % at 10 µM. hit rate 0.3% among 330,000;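 active means percent response vs DMSO below 50%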;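 further: median channel GFP fluorescence of the barcoded RPL19A-GFP strain; ratio of sample median GFP to plate DMSO average so 100% = DMSO; lower means less RPL19A-GFP as with rapamycin TOR inhibition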
AGP1 TOR yeast = modulators of AGP1-GFP expression in yeast TOR pathway, primary screen, cell-based, multiplex flow cytometry, S. cerevisiae, MLPCN library; hit rate 0.02% among 320,000; GFP response vs DMSO, % at 10 µM; 3 h; GFP as percent of DMSO wells;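 active means GFP response relative to DMSO above a set limit, near screen average plus 3 SD, cut at about 150% in these data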;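 further: median GFP channel fluorescence of the gated AGP1 strain per well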
LAP4 TOR yeast = modulators of LAP4-GFP expression in yeast, primary screen, S. cerevisiae, multiplex flow cytometry, MLPCN library. 3 h; median GFP as percent of DMSO wells. GFP response vs DMSO, % at 10 µM. hit rate 0.34% among 320,000. AID 2023, 2009;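 active means GFP response vs DMSO above a set limit, about the screen mean plus 3 SD, cut at about 150% in these data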
GRK2 inh = compounds blocking aptamer binding on GRK2 – biochemical, human GRK2, bead flow cytometry, HTS, primary screen; Beta-adrenergic receptor kinase 1 (Homo sapiens), P25098; FAM-aptamer displacement from GRK2; inhibition of aptamer binding, % at 10 µM; hit rate 0.59% among 330,000;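 active means inhibition of aptamer binding above 40%, roughly 3 SD of noise, on plates passing a quality check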;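 further: median bead fluorescence of bound FAM aptamer so fluorescent compounds give negative values; no value below 0 was filed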
* hit, by the source's call.

No.	Molecule	CIT2 TOR yeast	VLA-4 inh	MEP2 TOR yeast	Yeast superoxide	RPL19A-GFP yeast	AGP1 TOR yeast	LAP4 TOR yeast	GRK2 inh
1	Cc1nc(Nc2ccccc2)sc1C(=O)c1ccccc1	81.3	-1.8	90.3	91.1	95.9	80.7	101.3	0.0
2	O=C(CN1CCOCC1)NNC(=S)Nc1ccc(Cl)cc1	88.6	-5.7	94.8	101.4	101.4	96.5	96.8	0.0
3	FC(F)(F)c1cccc(OCc2noc(-c3ccsc3)n2)c1	97.2	16.8	105.0	105.1	97.2	102.8	99.7	0.0
4	COC(=O)c1ccccc1NC(=O)CSc1nnc(-c2ccncc2)o1	103.9	-13.3	107.9	113.3	99.9	100.4	105.4	0.0
5	CC(c1ccccc1)C1CC(=O)N(C2CCCCC2)C1=O (stereo not drawn)	75.2	10.5	87.9	77.5	84.3	79.9	98.0	0.0
6	CCCc1cc(=O)n2[nH]cc(-c3ccc(Cl)cc3)c2n1	100.5	4.5	106.9	101.6	104.0	103.1	96.0	1.0
7	CC(=O)c1c(C)[nH]c(C(=O)CSc2nnc(-c3ccccc3)n2Cc2ccc3c(c2)OCO3)c1C	105.3	8.4	97.8	97.7	105.5	111.7	102.4	0.0
8	COc1cc(CCC(=O)Oc2ccc(C(C)=O)cc2)cc(OC)c1OC	95.6	8.2	98.2	101.2	93.4	93.7	92.2	1.0
9	N#Cc1ccccc1Cn1cc(C#N)c2ccccc21	93.6	-13.9	100.3	91.9	90.4	97.2	96.7	0.0
10	COc1ccccc1-c1ccc(/C=C2/C=C(CC(C)C)OC2=O)o1	80.2	-14.8	102.7	107.8	99.0	110.6	95.4	6.0
11	C/C(=N\Nc1cccc2cccnc12)c1ccccn1	95.7	-5.6	99.1	97.1	98.0	98.8	114.3	0.0
12	NC(=O)c1cccc2c1C(=O)N(C1CCCCC1)C2	123.5	18.2	103.4	82.8	110.0	113.4	100.7	4.0
13	COc1ccc(-n2c(C)c([N+](=O)[O-])c3ccc(O)c(CN(C)C)c32)cc1	93.0	22.0	94.1	103.9	97.3	98.3	94.6	0.0
14	O=C(NNC(=O)c1ccc2c(=O)n3c(nc2c1)CCC3)c1ccc(F)cc1	108.2	-4.0	105.1	105.1	101.5	115.0	110.2	2.0
15	CCN(CC)C(=O)CNC(=S)N(CCCN1CCOCC1)Cc1cccs1	100.8	-0.2	101.2	98.3	108.6	101.7	95.1	2.0
16	Cc1cc(=O)oc2c(C)c(OCC(=O)NCCCn3ccnc3)ccc12	102.8	17.0	97.9	94.1	100.9	99.7	94.5	0.0
17	CC(C)C[C@@H]1NC(=O)[C@H](Cc2ccc(O)cc2)NC(=O)c2cc([N+](=O)[O-])cc(I)c2NCCC[C@@H](C(N)=O)NC1=O	109.4	-0.6	94.2	104.7	100.4	91.1	115.3	0.0
18	Cc1cc(Nc2ccccc2)nn1C(=O)c1ccc([N+](=O)[O-])cc1	107.9	-7.9	105.7	96.0	104.1	104.2	100.7	2.0
19	COC(=O)c1ccc(N=C2SCC(=O)N2C)cc1	109.4	-1.2	111.3	98.8	100.2	103.1	98.2	1.0
20	CCNc1ccc(S(=O)(=O)C(F)(F)F)cc1NC(=O)C12CCC(CC1)C2	98.8	12.1	103.9	88.2	101.1	105.6	98.5	3.0
21	COc1ccc(-c2c(C)n([O-])c3c([n+]2=O)CCC3)cc1OC	85.2	-9.9	95.7	84.2	91.0	84.5	81.0	1.0
22	CC(=O)c1cnc(-c2cccc(Cl)c2)s1	91.5	24.9	96.0	97.6	92.8	87.8	85.1	0.0
23	NC(=O)c1c(NC(=O)COC(=O)CSc2nnc(-c3ccc(Cl)cc3)o2)sc2c1CCC2	96.7	17.7	100.8	98.8	93.9	94.8	98.3	2.0
24	Cc1csc(SCC(=O)N2CCN(S(=O)(=O)c3ccccc3)CC2)n1	107.9	8.7	114.4	101.6	102.3	112.6	100.9	0.0
25	CCOC(=O)C1=C(c2ccccc2)NC(SCC(=O)Nc2ccccc2C)=C(C#N)C1c1ccco1 (stereo not drawn)	93.7	6.6	101.3	95.7	102.7	100.2	98.4	5.0
26	CCC(C)NC(=O)CSc1n[nH]c(-c2cc(Cl)ccc2OC)n1 (stereo not drawn)	103.2	0.7	101.1	101.4	107.6	94.7	98.3	1.0
27	COC(=O)CNC(=O)CCc1nnc(C2(c3ccc(Cl)cc3)CCC2)o1	96.6	3.9	107.1	109.4	101.3	111.8	106.0	0.0
28	COc1cc2c(cc1OC)CN(CC(=O)Nc1ccccc1C(=O)NC1CC1)CC2	93.4	8.4	98.7	107.0	97.8	100.8	105.2	1.0
29	CCOCCCn1c(=S)[nH]c2cc(C(=O)NC3CCCCC3C)ccc2c1=O (stereo not drawn)	92.1	-1.8	95.9	109.9	90.3	94.2	91.7	0.0
30	O=C(Nc1ccccc1F)c1ccc2c(c1)OCO2	93.5	8.0	103.5	104.9	102.0	85.1	92.3	2.0

As entered above.
cpd 18 in AGP1 TOR yeast is entered as 104.2
cpd 3 in GRK2 inh is entered as 0.0

New compounds follow.
No.	Molecule	CIT2 TOR yeast	VLA-4 inh	MEP2 TOR yeast	Yeast superoxide	RPL19A-GFP yeast	AGP1 TOR yeast	LAP4 TOR yeast	GRK2 inh
31	COc1ccc(-n2c(=O)c3ccccc3n(Cc3ccccc3F)c2=O)cc1OC	96.6	4.0	94.0	93.5	95.7	100.2	96.7	0.0
32	Cn1c(C(=O)N2CCCC(C(=O)NCc3ccc4c(c3)OCO4)C2)cc2sccc21 (stereo not drawn)	94.7	4.7	97.8	107.5	90.0	91.0	97.2	0.0
33	CCCOC(=O)c1c(NC(=O)/C=C/c2cnn(C)c2C)sc(C(=O)OC)c1C	106.9	-9.3	97.9	82.7	98.6	103.4	97.4	1.0
34	Cn1c(=O)[nH]c(=O)c2c1nc(NCc1ccco1)n2Cc1ccccc1Cl	113.1	-2.0	99.1	102.2	97.3	107.6	110.4	0.0
35	C/C(=N\NC(=O)C(O)c1ccccc1)c1ccc(Br)s1 (stereo not drawn)	101.3	-1.2	103.3	90.2	102.1	97.5	95.8	0.0
36	COc1ccc(C(=O)Oc2ccc(-c3nnco3)cc2)cc1S(=O)(=O)N1CCOCC1	107.3	-1.9	110.6	110.9	104.3	114.3	111.1	0.0
37	COc1ccc(NC2=Nc3ccccc3CC2)cc1	67.5	-13.4	88.0	103.6	109.2	74.3	89.6	0.0
38	CCOc1ccc(N(CC(=O)N2CCCC2)S(=O)(=O)c2ccc(F)cc2)cc1	99.8	8.8	97.6	95.1	103.8	100.7	94.1	0.0
39	O=C(NCc1ccco1)c1cccc2ccccc12	102.7	1.3	105.7	103.7	107.1	104.7	106.6	1.0
40	CC(=O)Nc1ccc(-c2sc(Nc3cccc4ccccc34)n[n+]2-c2ccccc2)cc1	110.3	-15.3	91.7	106.3	98.9	89.8	138.4	2.0
41	Cc1ccc(O)c(CNc2nc3ccccc3n2C(C)C)c1	104.2	10.6	111.3	110.7	103.7	102.3	96.7	14.0
42	O=C(COC(=O)CNC(=O)c1cccs1)Nc1ccccc1C(F)(F)F	87.0	0.2	86.8	95.0	96.7	92.3	102.0	0.0
43	Cc1noc(C)c1C(=O)OCC(=O)NCCc1ccc(S(N)(=O)=O)cc1	99.9	0.6	104.4	74.2	95.6	105.1	103.3	4.0
44	CCOC(=O)C1CCCN(S(=O)(=O)c2cc3c4c(c2)CCC(=O)N4CCC3)C1 (stereo not drawn)	96.6	-3.5	95.9	95.4	101.7	114.7	109.3	4.0
45	O=C(CNc1cccc2ccccc12)N/N=C/c1ccc([N+](=O)[O-])cc1	100.5	-0.6	101.5	107.1	101.6	97.8	89.2	4.0
46	Cc1sc2nc(SCc3nnc(-c4cccs4)o3)n(C3CCCC3)c(=O)c2c1C	95.6	24.0	101.4	92.2	95.8	98.3	95.6	1.0
47	Cc1cc(C(=O)C[N+]2(C)CCOCC2)c(C)n1-c1ccc(Br)cc1	95.4	-2.4	104.2	81.4	96.1	96.8	102.5	0.0
48	CC(C)c1ccc(NC(=O)COC(=O)c2c[nH]c(=O)[nH]c2=O)cc1	104.0	-0.8	94.2	95.0	103.8	101.3	95.3	0.0
49	CC(=O)Nc1ccc2c(c1)CCCN2C(=O)c1ccccc1	104.9	1.5	94.8	91.7	93.7	95.3	95.9	0.0
50	Nc1nc(SCC(=O)NCCCN2CCOCC2)nc2sc3c(c12)CCC3	98.6	4.8	103.5	75.9	97.5	106.0	95.9	0.0
51	Cc1cc(C)c(C#N)c(SCC(O)CS(=O)(=O)Cc2ccccc2)n1 (stereo not drawn)	89.5	-5.4	97.7	97.4	94.9	93.2	97.0	0.0
52	O=Cc1c(Nc2ccccc2Cl)nc2ccccn2c1=O	105.0	-5.3	110.9	113.4	108.0	94.7	97.8	0.0
53	CCCn1c(O)c(N=N)c2ccccc21	96.0	1.3	100.2	93.0	104.1	93.3	102.9	2.0
54	O=C(NCCCn1ccnc1)c1ccc(Br)o1	103.7	-0.8	99.1	97.3	99.2	105.7	95.7	0.0
55	CCOCCCn1c(SCc2nc3sc(C(=O)O)c(C)c3c(=O)[nH]2)nnc1-c1ccc(Cl)cc1	106.0	-2.1	104.2	84.0	96.2	109.0	104.6	1.0
56	O=C(Cc1ccc(F)cc1)Nc1cccc(-c2ccc3nncn3n2)c1	94.1	-2.5	95.3	101.9	95.0	98.5	93.5	1.0
57	COc1ccc(NC(=O)CC(C)CC(=O)NCc2ccccc2)c(OC)c1 (stereo not drawn)	101.2	-0.3	103.1	88.9	97.5	99.2	97.0	1.0
58	COc1ccc(NS(=O)(=O)c2cc(NC(=O)c3ccc(=O)[nH]c3)ccc2C)cc1	91.6	8.7	91.5	115.2	94.3	96.2	99.8	0.0
59	CSc1ccccc1OCc1cc(C(=O)N2CCC(Oc3cccnc3)CC2)no1	95.3	5.4	107.8	100.8	99.6	101.0	100.8	0.0
60	CNc1ccc(Br)cc1C(O)c1ccccc1 (stereo not drawn)	98.4	-2.6	104.4	108.7	93.8	107.7	107.9	1.0
61	COc1ccc(NC(C)=O)cc1S(=O)(=O)NC(Cc1ccccc1)C(=O)O (stereo not drawn)	99.0	2.8	104.3	101.1	98.2	98.2	103.1	3.0
62	CCCn1c(SCC(=O)NC)nnc1C(C)C	103.9	8.1	102.9	71.0	98.5	105.2	100.3	0.0
63	COc1cc(F)ccc1CN1CCC(n2nccc2NC(=O)C2CCOC2)CC1 (stereo not drawn)	100.5	14.7	95.3	101.2	102.1	102.7	110.5	1.0
64	O=C1CCc2ccc(NS(=O)(=O)c3ccc(F)cc3)cc2N1	94.3	1.0	88.0	96.6	91.9	98.0	94.6	4.0
65	Cc1ccc(NC(=O)Cn2c(O)c(N=NS(=O)(=O)c3ccc(C)cc3)c3ccccc32)cc1	106.1	-6.3	102.4	112.3	102.0	100.5	94.9	1.0
66	CN(C(=O)COC(=O)c1ccc([N+](=O)[O-])cc1Cl)C1CCCCC1	96.9	1.6	98.7	88.3	94.1	90.6	84.9	1.0
67	CCOc1ccc(Br)cc1S(=O)(=O)Nc1ccccc1N1CCOCC1	92.9	5.2	100.0	106.0	98.1	96.3	90.6	0.0
68	Cc1ccccc1OCc1nnc(SCC(=O)N2c3ccccc3Sc3ccc(Cl)cc32)o1	104.4	-0.1	103.6	93.3	103.6	108.6	104.1	0.0

Pulled one by one from the entries so far, 2 records:
No.	Molecule	CIT2 TOR yeast	VLA-4 inh	MEP2 TOR yeast	Yeast superoxide	RPL19A-GFP yeast	AGP1 TOR yeast	LAP4 TOR yeast	GRK2 inh
62	CCCn1c(SCC(=O)NC)nnc1C(C)C	103.9	8.1	102.9	71.0	98.5	105.2	100.3	0.0
64	O=C1CCc2ccc(NS(=O)(=O)c3ccc(F)cc3)cc2N1	94.3	1.0	88.0	96.6	91.9	98.0	94.6	4.0

High-throughput results from PubChem.
